# FLuc inh counter – firefly luciferase enzyme inhibitors, primary screen, artefact control for luciferase-based inhibitor screens, biochemical, luminescence, ATPLite | inhibition, % at 10 µM | 10 min | AID 1006, 2008 | hit rate 1.5% among 200,000;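 active means inhibition above about 50% when tested at 10 µM, limit read from the data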
# FLuc act counter – FLuc activators, initial screening, artefact control for FLuc-dependent activation tests, biochemical, ATPlite luminescence | activation factor at 10 µM | ATPlite luciferase biochemical, 10 min; 0 = ATP-free wells, 1 = DMSO control | 200,000 tested, under 10 active;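 active means luciferase activation factor, scaled between plate controls, of at least 2 with compound at 10 µM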
#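 Assay system: Luciferase/luciferin detection reagent, cell-free biochemical luciferase assay / Read-out: luciferase activation / Benchmarks: No-ATP low control, compound-free enzyme-plus-ATP high control / Medium: PBS buffer for ATP / Detection: luminescence measurement of luciferase light output / Schedule: 10 min at ambient temperature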
# APP 5'UTR act – activators of APP 5'UTR luciferase reporter, primary screen, SH-SY5Y cells | SH-SY5Y APP 5'UTR luciferase reporter, luminescence; zero percent = DMSO vehicle wells | activation, % at 2 µM | hit rate 1% among 190,000 | AID 1276, 2008;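 active means activation above a set limit, based on mean plus 3 SD of controls, cut at about 140% in these data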; further: values of inactives mirror those of a sister screen read the other way
# Diaph inh CS – diaphorase inhibitors and chemical oxidizers, primary screen, counter-screen for diaphorase-coupled primary assays, biochemical, uHTS, resorufin fluorescence. inhibition, % at 20 µM. diaphorase resazurin-to-resorufin fluorescence, NADH, 16 min; bacterial (C. kluyveri) enzyme, not human. hit rate 0.69% among 190,000. AID 1217, 2008;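 active means primary screen inhibition at 20 µM above a set limit, cut at about 50% in these data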;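 further: plate controls were DMSO with full reaction for no effect and wells lacking NADH for full effect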
#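 System: Bacterial diaphorase enzyme (C. kluyveri) | Incubation: 16-min room-temperature incubation before reading | Benchmarks: No-NADH positive control and DMSO neutral control | Measured by: Resorufin fluorescence 544/590 nm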
# STAT1 act – STAT1 signaling activators, primary screen, cell-based, HTS, luciferase reporter; AID 932, 2007; activation (% of control), % at 5.5 µM; NIH 3T3 STAT1-luciferase reporter, IFN-gamma, luminescence; 100% = IFN-gamma alone, no compound; hit rate 2.6% among 200,000;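 active means activation above the screen-wide mean activation plus 3 SD, cut at about 130% in these data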;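 further: raw ratio to IFN-gamma control signal so 100% means no change and 0% no light; values of inactives mirror those of a sister screen read the other way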
# APP 5UTR inh – inhibitors of APP translation via 5'UTR reporter, primary screen, APP 5'UTR luciferase, SH-SY5Y cells | SH-SY5Y APP 5'UTR-luciferase reporter, luminescence | inhibition, % at 2 µM | hit rate 0.82% among 190,000;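 active means inhibition above a set limit, derived from the sample mean plus 3 SD, cut at about 45% in these data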; further: values of inactives mirror those of a sister screen read the other way
# TLR4-MyD88 BLA – inhibitors of TLR4-MyD88 association in cells, primary screen, cell-based, HeLa CL3-4, BLA complementation, FRET ratio; HeLa CL3-4 TLR4/MyD88 BLA complementation; inhibition, % at 8.4 µM; hit rate 0.18% among 200,000; in the data active means inhibition above about 25%;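 further: 0% = vehicle and 100% = reference inhibitor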
# Target sequence (O00206 whole entry, looked up): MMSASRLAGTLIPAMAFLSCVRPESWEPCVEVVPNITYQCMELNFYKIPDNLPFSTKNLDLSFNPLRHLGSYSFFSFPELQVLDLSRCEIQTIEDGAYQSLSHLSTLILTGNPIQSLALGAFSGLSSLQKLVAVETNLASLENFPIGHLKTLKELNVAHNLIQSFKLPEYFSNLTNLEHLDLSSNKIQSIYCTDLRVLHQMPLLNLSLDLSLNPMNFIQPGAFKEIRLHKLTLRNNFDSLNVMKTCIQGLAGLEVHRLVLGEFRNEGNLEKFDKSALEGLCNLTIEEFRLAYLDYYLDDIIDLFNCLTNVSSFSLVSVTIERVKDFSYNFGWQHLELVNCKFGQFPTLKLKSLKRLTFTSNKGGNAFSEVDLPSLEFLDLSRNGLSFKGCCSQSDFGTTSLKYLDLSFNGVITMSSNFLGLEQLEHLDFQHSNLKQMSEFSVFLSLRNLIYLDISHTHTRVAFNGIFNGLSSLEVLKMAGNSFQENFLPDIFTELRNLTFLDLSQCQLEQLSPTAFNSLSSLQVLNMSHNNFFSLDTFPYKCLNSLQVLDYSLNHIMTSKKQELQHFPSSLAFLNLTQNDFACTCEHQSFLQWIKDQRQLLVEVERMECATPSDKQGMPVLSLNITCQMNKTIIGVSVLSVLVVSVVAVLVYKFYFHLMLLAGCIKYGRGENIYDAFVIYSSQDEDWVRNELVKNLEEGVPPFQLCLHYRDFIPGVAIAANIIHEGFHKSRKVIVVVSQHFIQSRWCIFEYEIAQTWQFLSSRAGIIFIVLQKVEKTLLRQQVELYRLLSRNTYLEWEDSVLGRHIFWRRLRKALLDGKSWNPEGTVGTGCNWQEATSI
# Target sequence (Q99836 whole entry, looked up): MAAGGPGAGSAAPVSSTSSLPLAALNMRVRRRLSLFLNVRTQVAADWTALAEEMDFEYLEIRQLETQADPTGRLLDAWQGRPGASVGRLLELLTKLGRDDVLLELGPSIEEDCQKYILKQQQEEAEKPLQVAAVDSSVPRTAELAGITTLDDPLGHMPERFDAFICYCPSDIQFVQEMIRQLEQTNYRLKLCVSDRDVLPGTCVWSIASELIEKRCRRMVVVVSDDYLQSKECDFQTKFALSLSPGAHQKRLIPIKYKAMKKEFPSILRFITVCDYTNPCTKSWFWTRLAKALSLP
# Diaph act CS – compounds boosting diaphorase resazurin reduction – biochemical, uHTS, resorufin fluorescence, counter-screen for diaphorase-coupled primary assays, primary screen. Diaphorase/resazurin coupled assay, 16 min; active compounds read high; 1 = vehicle wells, 0 = NADH-free wells. activation factor at 20 µM. hit rate 0.005% among 190,000. AID 1229, 2008;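 active means diaphorase activity raised at least twofold by the compound at 20 µM; inactive means activation factor below 2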
#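 test system = bacterial diaphorase enzyme (C. kluyveri) | quantity = enzyme 0.07 U/mL final | reagent = NADH substrate 0.114 mM plus resazurin dye 0.1 mM, final | incubation = 16 min enzyme reaction, ambient temperature | buffer or medium = HEPES pH 7.4 buffer with MgCl2 and Tween 20 | signal = fluorescence of resorufin, 544 nm excitation, 590 nm emission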
# G6PDH CS – L. mesenteroides G6PDH inhibitors, counter-screen for G6PDH-coupled screening assays, biochemical, Leuconostoc mesenteroides enzyme | glucose-6-phosphate dehydrogenase [Leuconostoc mesenteroides] | Purified L. mesenteroides G6PDH, diaphorase/resazurin coupled fluorescence, 45 min | inhibition, % at 5 µM | hit rate 0.12% among 200,000 | AID 1020, 2008; in the data active means inhibition above about 50%
# NF-kB expr up – activators of NF-kB expression in neurons, primary screen, cell-based, HTS; fold change at 12.5 µM; AID 1239, 2008; human neuronal cells, NF-kB reporter expression; active compounds read high; hit rate 1.6% among 190,000; in the data active means fold change above about 3.3
# Active calls of the source: *; · = no result given.
SMILES,FLuc inh counter,FLuc act counter,APP 5'UTR act,Diaph inh CS,STAT1 act,APP 5UTR inh,TLR4-MyD88 BLA,Diaph act CS,G6PDH CS,NF-kB expr up
Cn1c(=O)c2c(SCc3ccccn3)nc(CC(C)(C)C)nc2n(C)c1=O,-1.3,1,5.6,10.1,106.6,-5.6,6.4,0.9,-11.9,1.02
COC(=O)c1ccc(N2C(=O)CC(N(C)Cc3ccccc3)C2=O)cc1 (stereo unspecified),-8.7,1.1,7.4,4.7,102.6,-7.4,-17.3,1,6.0,0.88
CCCCOP(=O)(OCCCC)C(O)c1ccc(Br)cc1 (stereo unspecified),0.1,1,-9.1,17.9,104.8,9.1,-9.8,0.8,1.8,0.99
Fc1ccc(C2CCCN2Cc2nc(CC3CC3)no2)cc1 (stereo unspecified),-6.1,1.1,0.7,7.4,100.6,-0.7,-10.0,0.9,20.2,1.02
NNC(=O)c1cccc(COc2ccc3c(c2)CCC3)c1,29.5,0.7,39.0,6.1,45.8,-39.0,2.4,0.9,5.7,2.87
O=S1(=O)C=C(SCc2ccc(Cl)c(Cl)c2)Nc2ccccc21,-4.7,1,25.1,15.7,97.7,-25.1,0.9,0.8,11.9,0.85
O=C(Oc1ccc(C(=S)N2CCOCC2)cc1Br)c1cc(Cl)ccc1Cl,-5.4,1.1,6.2,11.2,94.6,-6.2,3.8,0.9,0.7,1.03
COP(=O)(CN(Cc1ccccc1)C(=S)Nc1c(C)cccc1C)OC,-3.8,1,23.8,-8.7,102.4,-23.8,-9.5,1.1,9.7,1.04
COc1ccc(N2CCCn3c2nc2c3c(=O)n(CCc3ccccc3)c(=O)n2C)cc1,-6.1,1.1,·,10.7,·,·,·,0.9,12.6,·
COc1ccc(C2CC(c3ccccc3)=NN2C(=O)CSc2ncn[nH]2)cc1 (stereo unspecified),-0.8,1,7.2,15.1,110.1,-7.2,3.2,0.8,8.4,0.95
O=c1[nH]c2ccc(Cl)cc2c(O)c1Cc1ccccc1,1.8,1,13.9,-3.6,108.2,-13.9,-2.6,1,0.2,1.11
Cc1ccc(N(C(=O)Cn2nnc(-c3ccc(F)cc3)n2)C(C(=O)NC(C)(C)C)c2ccncc2)cc1 (stereo unspecified),-4.8,1,-2.6,7.3,94.2,2.6,14.8,0.9,8.5,0.79
CNc1nc(-c2ccc3c(c2)CCN3C(=O)c2ccccc2F)c(C)s1,2.1,1,22.5,7.2,105.1,-22.5,-0.6,0.9,11.8,2.8
CCOP(=O)(c1c(F)c(F)c(F)c(F)c1F)C1(O)CCCCC1 (stereo unspecified),-8.6,1.1,3.6,8.0,89.6,-3.6,13.7,0.9,4.6,1.01
Cc1[nH]c(=O)c(C#N)c(C)c1Br,-10.6,1.1,3.9,6.7,94.4,-3.9,8.8,0.9,10.9,1.22
CC(=O)c1ccc(N2CCN(S(=O)(=O)c3cccc4nsnc34)CC2)cc1,-5.8,1.1,-10.6,8.6,100.5,10.6,1.2,0.9,-3.1,1.44
Cc1cc(C(C)(C)C)c(O)c(C)c1CC1=NCCN1,-3.9,1,-2.2,5.8,100.6,2.2,0.7,0.9,7.1,0.93
O=C(CCCCCn1c(=O)[nH]c2ccsc2c1=O)NCc1ccc(F)cc1,-8.8,1.1,-11.6,3.2,103.7,11.6,6.6,1,-3.3,0.98
CCOC(=O)C(Cc1ccc(OC)c([N+](=O)[O-])c1)NC(=O)CCC(=O)Nc1ccc(C)cc1 (stereo unspecified),-3.2,1,13.2,6.0,90.7,-13.2,7.4,0.9,7.7,1.37
COc1ccc(S(=O)(=O)N(C)CC(=O)Nc2ccccc2C(F)(F)F)cc1OC,-8.3,1.1,7.5,8.6,85.4,-7.5,1.8,0.9,-7.9,1.05
Cc1cc(C)n(-c2nc3ccccc3nc2N2CCOCC2)n1,-5.9,1.1,19.7,9.2,109.7,-19.7,5.8,0.9,16.6,1.2
Cc1c(NC(=O)c2ccc(-c3cccc([N+](=O)[O-])c3)o2)c(=O)n(-c2ccccc2)n1C,-3.4,1,-7.7,·,97.2,7.7,0.2,·,13.6,1.49
CC(C)(C)NS(=O)(=O)c1ccc(OCC(=O)NCc2ccco2)cc1,-6.3,1.1,0.9,24.0,108.7,-0.9,-12.9,0.8,11.3,1.15
CCOC(=O)N1CCN(S(=O)(=O)c2ccc(F)c(C(=O)Nc3cccc(Cl)c3C)c2)CC1,-3.1,1,-4.6,7.0,88.9,4.6,8.3,0.9,2.3,1.04
COc1cccc(-c2nnc(N(C)C(=O)c3ccno3)s2)c1,6.2,0.9,7.0,7.8,115.1,-7.0,4.3,0.9,1.9,1.88

# The results go on.
SMILES,FLuc inh counter,FLuc act counter,APP 5'UTR act,Diaph inh CS,STAT1 act,APP 5UTR inh,TLR4-MyD88 BLA,Diaph act CS,G6PDH CS,NF-kB expr up
Cc1noc(C)c1COc1ccc(C(=O)O)cc1,-4.4,1,-12.3,·,100.8,12.3,-9.1,·,14.6,1.08
Cc1ccc(Oc2ccc3c(c2)C(=O)N(c2cccc4cccnc24)C3=O)cc1,-5.2,1.1,-9.6,16.0,99.2,9.6,-6.5,0.8,0.9,0.82
COc1ccc2c(CCNC(=O)c3ccco3)c[nH]c2c1,7.7,0.9,20.2,-4.4,103.5,-20.2,-13.2,1,7.6,1.82
Oc1ccc(Br)cc1CN1CCCCCCC1,-4.9,1,2.2,6.0,101.1,-2.2,-1.2,0.9,0.3,0.95
CC(C)c1onc(C(=O)N2CCCCCC2)c1[N+](=O)[O-],-3.8,1,-5.4,-0.9,87.3,5.4,-0.8,1,4.6,0.85
COc1ccc(-c2csc(Cc3nnc4n3CCCCC4)n2)cc1,-5.0,1.1,2.5,-9.6,101.3,-2.5,-15.4,1.1,5.9,0.88
CCc1nnc(NC(=O)Cc2cccs2)s1,-3.3,1,7.0,·,98.1,-7.0,3.0,·,4.5,1.08
O=C(c1ccc(Cl)c(S(=O)(=O)N2CCCCCC2)c1)N1CCN(c2ccccn2)CC1,-4.4,1,8.4,15.9,97.7,-8.4,-5.5,0.8,7.8,0.76
Cc1ccc(NC(=O)C2(C)Cc3ccccc3C(=O)O2)cc1 (stereo unspecified),6.1,0.9,-2.5,-21.9,110.6,2.5,6.1,1.2,-1.0,1.54
O=C1OCCC1Sc1nnc(-c2ccc3c(c2)OCO3)o1 (stereo unspecified),60.0*,0.4,-10.6,0.1,77.7,10.6,6.7,1,8.8,0.5
Cc1ccccc1Nc1nc(N)nc(COC(=O)c2ccccc2)n1,-4.0,1,76.1,18.1,119.4,-76.1,-4.2,0.8,1.4,2.18
O=C(c1cc2nc(-c3ccc(Cl)cc3)cc(C(F)(F)F)n2n1)N1CCOCC1,-4.2,1,-4.5,25.1,103.1,4.5,2.0,0.7,9.7,1.16
CCN1CCN(CCNC(=O)c2cn(C(C)c3ccccc3F)nn2)CC1 (stereo unspecified),-7.6,1.1,2.1,6.8,95.4,-2.1,-9.4,0.9,-3.3,1.09
CC(C(=O)Nc1ccc(S(=O)(=O)N2CCCC2)cc1)N1CCN(C(=O)c2ccco2)CC1 (stereo unspecified),-4.8,1,1.6,5.3,102.0,-1.6,9.4,0.9,3.1,0.99
O=c1oc(-c2ccccc2)nc2sc3c(c12)CCC3,25.6,0.7,-24.6,14.1,109.5,24.6,6.2,0.9,-1.4,1.12
Cc1nc2scc(-c3ccc(Cl)cc3)c2c(=O)o1,-6.9,1.1,36.6,0.8,103.9,-36.6,1.2,1,-3.6,1.61
COC(=O)C1=C2SC(C)C(=O)N2C(N)=C(C#N)C1c1ccc(OC)c(OC)c1 (stereo unspecified),-0.9,1,-9.3,49.5,91.0,9.3,-2.0,0.5,13.6,1.04
COc1cc(-c2cc(-c3nnco3)c3ccccc3n2)cc(OC)c1OC,-2.9,1,-11.8,-3.4,99.5,11.8,10.0,1,-2.5,1.15
O=S(=O)(NCc1ccccc1Cl)c1cnc[nH]1,3.1,1,-10.3,11.0,96.2,10.3,4.7,0.9,5.8,1.07
CCOc1ccc(/C=N/Nc2nc(N3CCCC3)nc(N3CCCC3)n2)cc1OC,2.9,1,-11.6,-5.8,105.5,11.6,-1.9,1.1,0.8,1.24
CCOC(=O)Nc1cccc(NC(=O)c2ccccc2F)c1,-3.5,1,0.9,12.3,95.5,-0.9,-11.0,0.9,5.9,1.35
O=C(Nc1cccc(S(=O)(=O)Nc2ccc(Cl)cc2)c1)c1ccc(Cl)nc1,-7.8,1.1,-1.6,23.9,74.5,1.6,-13.1,0.8,-15.2,0.59
CCOc1ccccc1-n1c(SCC(N)=O)nnc1-c1ccccc1,-3.7,1,5.9,20.9,102.6,-5.9,-1.6,0.8,8.2,1.03
O=C(Nc1ccc(C(=O)N2CCOCC2)cc1)c1cccs1,1.5,1,6.0,-11.9,96.9,-6.0,2.8,1.1,14.4,1.19
CCOc1ccc(OCCCCn2ccnc2)cc1,1.8,1,28.7,20.5,100.7,-28.7,-6.6,0.8,21.4,1.01
O=C(CSc1cccc(C(F)(F)F)c1)NCc1ccccc1,-3.8,1,-7.0,9.4,94.9,7.0,1.3,0.9,8.2,0.97
CC(C)c1nnc(NC(=O)C2CCCN2C(=O)Nc2ccccc2[N+](=O)[O-])s1 (stereo unspecified),-0.2,1,-3.0,7.5,101.6,3.0,-8.6,0.9,0.4,1.06
O=C(CSc1ncnc2c1oc1ccccc12)Nc1ccccc1F,-4.1,1,-2.4,13.4,100.3,2.4,0.8,0.9,13.9,1.34

# 5 structures from above, ordered by SMILES length, rising:
SMILES,FLuc inh counter,FLuc act counter,APP 5'UTR act,Diaph inh CS,STAT1 act,APP 5UTR inh,TLR4-MyD88 BLA,Diaph act CS,G6PDH CS,NF-kB expr up
Oc1ccc(Br)cc1CN1CCCCCCC1,-4.9,1,2.2,6.0,101.1,-2.2,-1.2,0.9,0.3,0.95
CCc1nnc(NC(=O)Cc2cccs2)s1,-3.3,1,7.0,·,98.1,-7.0,3.0,·,4.5,1.08
COc1ccc2c(CCNC(=O)c3ccco3)c[nH]c2c1,7.7,0.9,20.2,-4.4,103.5,-20.2,-13.2,1,7.6,1.82
O=C(CSc1ncnc2c1oc1ccccc12)Nc1ccccc1F,-4.1,1,-2.4,13.4,100.3,2.4,0.8,0.9,13.9,1.34
CCOc1ccc(/C=N/Nc2nc(N3CCCC3)nc(N3CCCC3)n2)cc1OC,2.9,1,-11.6,-5.8,105.5,11.6,-1.9,1.1,0.8,1.24

# Source: PubChem BioAssay (several laboratories)
